Screening data (PubChem BioAssay)
PglD inh: C. jejuni PglD acetyltransferase inhibitors, primary screen, biochemical, DTNB colorimetric, single point; purified PglD enzyme, DTNB colorimetric CoA detection; inhibition, % at 12.5 µM; 360,000 tested, 0.098% active; AID 602405, 2012; in the data active means inhibition above about 16%, passing the limit was not always enough; inconclusive means no clear call, values can overlap the other calls; further: strong numbers were not always called active
C2C12 statin: suppressors of statin myotoxicity in C2C12 myotubes, primary screen, cell-based, single point, plate reader; C2C12 myotubes + simvastatin, ATP luminescence, 48 h; scaled: DMSO 0, geranylgeraniol control 100; rescue of ATP level, % at 7.49 µM; 330,000 tested, 0.78% active;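 active means mean ATP rescue above about 67%, or every replicate alone reaching that limit, limit read from the data, passing the limit was not always enough; inconclusive means no clear call, values can overlap the other calls; inactive means mean under the limit and some replicate under it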;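 further: myotubes were challenged with 10 µM simvastatin during compound exposure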
GSIS activator: GLuc luminescence reporter in INS-1E cells, primary screen for activators of glucose-dependent secretion of insulin; INS-1E GLuc reporter insulin secretion, 2-3 h; activation, % at 16.6 µM; 370,000 tested, 0.61% active;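 active means lowest replicate activation of at least 40%, so every replicate reaches that level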;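 further: 0% = median of neutral control wells and 100% = median of IBMX positive control wells; some compounds called inactive have numbers as strong as hits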
Cneo AK release: Cryptococcus neoformans cell lysis inducers, primary screen, AK release luminescence, single concentration. AID 651654, 2012. 360,000 tested, 0.2% active. C. neoformans lysis, adenylate kinase release luminescence, 4 h; normalised: neutral wells 0, clomiphene wells 100. lysis activity, % at 15 µM;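 active means mean lysis activity across replicates of at least 80%, whatever share of replicates individually reach that level; inactive means mean lysis activity below 80%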
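Assay system: Cryptococcus neoformans yeast cells / Dosing: single-point compound dose / Timing: 4 h at 37 °C static, read 1 h later / Measured by: luminescence of released adenylate kinase using an AK detection reagent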
F508del corr: F508del CFTR correction, initial screen, CFBE line, single point; CFBE cells, YFP halide quenching; stimulated with forskolin plus potentiator P3; % fluorescence drop versus neutral controls; activity (quench increase), % at 7.58 µM; 350,000 tested, 0.36% active;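 active means mean added fluorescence quench of at least 8% versus neutral control, with both replicates also reaching 8%; inconclusive means only one of the mean or replicate conditions met; inactive means mean below 8% and not both replicates reaching 8%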;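 further: cells transiently co-express mutant CFTR-F508del with the halide-sensitive YFP; corrector assay measuring rescue of mutant channel to the surface after 24 h compound exposure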
FN deposition inh: inhibitors of fibronectin matrix deposition, primary screen, AH1F cells, Alexa488-fibronectin fluorescence, plate reader; 350,000 tested, 0.086% active; AH1F fibroblasts, overnight; AID 743247, 2014; inhibition, % at 12.6 µM;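 active means mean inhibition across replicates of 30% or more, regardless of how many single replicates reach that level; inconclusive means mean under 30% yet at least half of replicates reach 30%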;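 further: positive control wells lacked labelled fibronectin entirely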
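Schedule: 1 h cell adhesion before compound, then overnight fibronectin incubation; test system: AH1F fibroblast monolayer depositing Alexa488-labelled fibronectin into matrix; quantity: 10000 AH1F cells per well; probe or stimulus: fluorescent fibronectin at 24 nM final; signal: fluorescence, ex 485 nm, em 525 nm; evaluation: percent inhibition as loss of matrix-bound fibronectin fluorescence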
PGC1a acetyl inh: inhibitors of PGC1a acetylation signal, primary screen, cell-based, U2OS, AlphaScreen, inhibitor mode; AID 651687, 2012; inhibition, % at 15.6 µM; 350,000 tested, 0.17% active; AlphaScreen anti-acetyl-lysine; with virally co-expressed GCN5 acetyltransferase;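 active means every replicate shows inhibition of at least 40%; inconclusive means mean inhibition at least 40% but some replicate below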;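 further: 0% = neutral control wells and 100% = positive control wells; some results beyond the cut were filed as inactive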
miR122 inh: miR-122 Renilla sensor signal increase in Huh7, primary screen, miR-122 inhibitor project, cell-based, single point, plate reader; AID 602342, 2012; Huh7 miR-122 Renilla luciferase sensor, 48 h; neutral wells = 0, positive control = 100; 340,000 tested, 0.3% active; activation (reporter increase), % at 12.5 µM;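 active means mean replicate activation score at least 90 and every replicate individually at or above 90; inconclusive means only one of the two criteria met; inactive means neither criterion met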;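 further: higher luciferase means less miR-122 activity so hits act as miR-122 inhibitors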
The depositor's hits bear a star; ? = inconclusive; / = not tested or not shown; & = joins results of further samples; [ ] = another dose, or the depositor's remark.

SMILES	PglD inh	C2C12 statin	GSIS activator	Cneo AK release	F508del corr	FN deposition inh	PGC1a acetyl inh	miR122 inh
CCOc1ccc(NC(=O)NCc2ccc3c(c2)OCO3)cc1	6	-1	19	-3	-0.4	1	/	/
COc1cc(OC)c(NC(=O)C2CCCN2C(=O)OCc2ccccc2)cc1Cl (stereo unspecified)	-3	-4	-7	-4	2.2	-1	-13	8
COC(=O)c1ccn(C(=O)c2ccc(Cl)cc2)n1	-2	5	/	5	/	/	2	-3
CCN(CC)CCn1c(NC(=O)c2ccc(C)cc2)nc2ccccc21	0	5	1	-3	-0.6	8	-25	13
CC1(c2ccc3c(c2)OCO3)NC(=O)N(CC(=O)Nc2ccccc2[N+](=O)[O-])C1=O (stereo unspecified)	10	-6	8	-1	-0.5	2	-4	-10
Cc1ccc(NC(=S)NC(=O)c2cncc(Br)c2)c(C)c1	0	/	/	6	-1.8	3	-1	-5
C[C@H](CO)N1C[C@H](C)[C@@H](CN(C)C(=O)NC2CCCCC2)OCc2cn(nn2)CCCC1=O	2	0	-4&13	-3	-0.1&2.1	6&-5	8	-5[16.7 µM]
S=c1[nH]nc(Cn2c(-c3ccccn3)nc3ccccc32)n1-c1ccc2c(c1)OCCO2	-3	-13	27	3	1.3	-13	2	4
CC(C)NC(=O)Nc1ccc2c(c1)C(=O)N([C@H](C)CO)C[C@@H](C)[C@@H](CN(C)Cc1ccc(C(F)(F)F)cc1)O2	-3	5	-6	-3	0.5	/	-2	4[16.7 µM]
COc1ccc(CCNC(=O)c2cc(C3CC3)nc3c2cnn3C(C)C)cc1	1	-22	-35	-1	2.5	-5	0	-2
CCC(=O)N[C@H]1CC[C@@H](CCn2cc(CN(C)C)nn2)O[C@@H]1CO	3	-1	-1	3	-2.1	-3	4	/
O=C(C[C@@H]1CC[C@@H]2[C@H](COC[C@@H](O)CN2C(=O)C2CC2)O1)NCc1ccccc1Cl	6	-9	4	51	-1.5	-12	8	23[16.7 µM]
CCn1c(C)cc(/C=C2/SC(=O)N(CC(=O)N3CCCC3)C2=O)c1C	-1	10	20	-2	1.0	1	/	-5
O=C(Oc1ccc(/C=N/NC(=O)c2ccccn2)cc1)c1ccc(Br)cc1	12	10	/	1	-0.7	-2	/	/
CCOC(=O)c1ccc(NC(=O)C(CC)(CC)C(=O)OCC)cc1	-4	-10	/	-3	/	-32	-23	0

Two entries from above, in markdown:
| mol | PglD inh | C2C12 statin | GSIS activator | Cneo AK release | F508del corr | FN deposition inh | PGC1a acetyl inh | miR122 inh |
| --- | --- | --- | --- | --- | --- | --- | --- | --- |
| Cc1ccc(NC(=S)NC(=O)c2cncc(Br)c2)c(C)c1 | 0 | / | / | 6 | -1.8 | 3 | -1 | -5 |
| C[C@H](CO)N1C[C@H](C)[C@@H](CN(C)C(=O)NC2CCCCC2)OCc2cn(nn2)CCCC1=O | 2 | 0 | -4&13 | -3 | -0.1&2.1 | 6&-5 | 8 | -5[16.7 µM] |

3 of the entries above in order of the PGC1a acetyl inh value, descending.
mol	PglD inh	GSIS activator	F508del corr	PGC1a acetyl inh	miR122 inh
CCC(=O)N[C@H]1CC[C@@H](CCn2cc(CN(C)C)nn2)O[C@@H]1CO	3	-1	-2.1	4	/
COC(=O)c1ccn(C(=O)c2ccc(Cl)cc2)n1	-2	/	/	2	-3
COc1cc(OC)c(NC(=O)C2CCCN2C(=O)OCc2ccccc2)cc1Cl (stereo unspecified)	-3	-7	2.2	-13	8

Next results
SMILES	PglD inh	C2C12 statin	GSIS activator	Cneo AK release	F508del corr	FN deposition inh	PGC1a acetyl inh	miR122 inh
NC(=O)C[C@H]1NC(=O)[C@H](CCC(=O)O)NC(=O)c2cc([N+](=O)[O-])cc(I)c2NCCC[C@@H](C(N)=O)NC1=O	3	18	3	-3	-1.2	4	11	6
COc1ccc2nc(SCC(=O)Nc3ccc4c(c3)OCCO4)[nH]c2c1	1	25	-6	-8	/	4	5	7
O=C(Nc1ccc(F)cc1)N[C@H]1CC[C@H](CCn2cc(-c3ccc(F)cc3)nn2)O[C@@H]1CO	-3	-1	-16	-1	-1.4	/	-4	/
CNC(=O)c1ccc(OCc2ccccc2)c(OC)c1	3	?	/	-1	/	/	-2	9
COc1ccc(S(=O)(=O)Nc2ccc3c(c2)C(=O)N([C@@H](C)CO)C[C@@H](C)[C@@H](CN(C)S(=O)(=O)c2ccc(OC)cc2)O3)cc1	0	-12	6	0	1.2	/	-8	29[16.7 µM]
COc1ccc(NC(=O)N(C)C[C@@H]2Oc3ccc(NC(=O)Nc4ccc(C(F)(F)F)cc4)cc3C(=O)N([C@H](C)CO)C[C@@H]2C)cc1	-1	49	-7	0	0.2	/	-10	-5[16.7 µM]
CCCCOC(=O)Nc1nnc(Cc2ccc(Cl)cc2)s1	-6	11	22	31	0.6	17	/	-7
Cc1noc(C)c1S(=O)(=O)N(C)C[C@H]1Oc2ccc(NC(=O)Cn3cnnn3)cc2CC(=O)N([C@@H](C)CO)C[C@@H]1C	1	27	5	3	0.0	/	3	5[16.7 µM]
Cc1cc2nc(CS)[nH]c2cc1C	5	0	25	-5	0.4	-8	-9	0
CC(C)[C@H](NC(=O)N1c2ccccc2NC(=O)[C@@H]1C(C)C)C(=O)N1CCC[C@H]1C(=O)O	2	8	-5	-2	0.3	/	-4	8
O=C(Nc1nnc(S(=O)(=O)N2CCCCCC2)s1)c1ccc(Cl)cc1	-5	-12	12	0	1.5	-1	7	-3
CC(=O)O[C@H]1C(=O)[C@@]2(C)[C@H]([C@H](OC(=O)c3ccccc3)[C@]3(O)C[C@H](OC(=O)[C@H](O)C(NC(=O)c4ccccc4)c4ccccc4)C(C)=C1C3(C)C)[C@]1(OC(C)=O)CO[C@@H]1C[C@@H]2O (stereo partly specified)	-3&2	-7	/	-4&7	11*	10	-19	4
CCOC(=O)c1c(NCCN(C)C)c2ccccc2[nH]c1=O	6	-5	-10	1	-3.8	6	2	2
CO[C@H]1CN(C)C(=O)c2ccc(NC(=O)c3ccno3)cc2OC[C@H](C)N(C(=O)C2CCC2)C[C@H]1C	-3	-1	-8	4	1.4	-1	-8	/
CC(=O)c1ccc(N2CCN(CC3CCCCC3)CC2)cc1	1	3	-3	0	4.5	1	1	-2
Cc1cnc(C(=O)OCC(=O)N2c3ccccc3NC(=O)C2(C)C)cn1	4	9	/	0	/	-2	8	-3
CN1OC[C@@H]2CN(C(=O)CCc3ccccc3)[C@H](c3cccc(N4CCOCC4)c3)C[C@@H]21	-4	-6	-1	0	-2.0	5	13	-6
CNC(=O)NC(=O)CSc1ccc(NC(C)=O)cc1	-4	10	/	0	/	10	-3	-7
CC(=O)c1sc(NCc2ccccc2)nc1C	-1	6	32	-2	-1.4	-1	-2	-3
O=C(NCCNC(=O)c1ccc(Cl)cc1Cl)c1cnccn1	/	-5	-5	/	-5.0	4	1	0
CC(C)C(NC(=O)c1ccc2c(c1)OCCO2)c1nc2ccccc2[nH]1 (stereo unspecified)	-1	15	15	0	-1.3	-5	/	-7
O=S(=O)(c1ccc(Cl)cc1)N1CCCCCC1	-1	12	/	1	-1.6	-2	/	76
Cc1c(Cl)cccc1NC(=O)C1CCN(c2cnccn2)CC1	/	-8	10	/	-0.1	2	/	-4
CC(C)(C)OC(=O)NCCCCCNC(=O)c1nc[nH]c1C(=O)N1CCc2ccccc2C1	0	8	-11	0	2.2	-9	-3	1
CC(=O)c1cccc(-c2csc3ncnc(Sc4nnnn4C)c23)c1	-1	-5	42*	-2	-10	13	/	-13
COc1ccc(C(=O)N2CCN(c3nc4cc(C)ccc4cc3C#N)CC2)c(OC)c1	-3	1	/	0	/	-3	-4	-15
O=C(CNC(=O)C1CCCCC1)Nc1ccc(F)c(Cl)c1	-2	0	-11	0	-3.7	-10	0	18
COCC(=O)N(C)c1nnc(-c2ccc([N+](=O)[O-])cc2)s1	3	53	5	1	/	/	4	-1
COC(=O)[C@@H]1C[C@@]2(O)[C@H](O)[C@H](O)[C@H](O)C[C@H]2N1Cc1cc(OC)cc(OC)c1	-1	15	-32	0	-2.1	1	/	/
Cc1sc2nc(C3CC3)nc(NCCNS(=O)(=O)c3ccccc3)c2c1C	2	-27	-9	-1	1.1	/	-11	27
COc1ccc(S(=O)(=O)N2CCOC2CNC(=O)C(=O)NCc2ccccn2)cc1OC (stereo unspecified)	-4	-10	18	-1	-1.7	10	-6	-1
O=C(CN(C(=O)Cn1nnc(-c2cccs2)n1)c1ccc2c(c1)OCCO2)NCC1CCCO1 (stereo unspecified)	8	-3	/	-3	/	-1	10	0
CCc1[nH]nc(C(=O)N2CCCC(N3CCN(c4ccccc4C)CC3)C2)c1C (stereo unspecified)	0	11	7	0	1.9	-7	2	1
C[C@@H]1CN([C@H](C)CO)S(=O)(=O)c2ccc(-c3cccnc3)cc2O[C@@H]1CN(C)C(=O)C1CCC1	1	-4	-14	-1	0.6	8	5	-6[16.7 µM]
CC(=O)OC1CCC2C3CCc4cc(O)ccc4C3CCC12C (stereo unspecified)	0	-4	/	1	3.8	1	3	-3
COc1ccc(CC(=O)NC2CCSc3ccccc32)cc1OC (stereo unspecified)	3	6	10	-1	0.5	9	/	/
COc1ccc(S(=O)(=O)N2CC[C@@H]3[C@H](CO)Nc4ccc(-c5ccccc5F)cc4[C@@H]32)cc1	5	-26	12	-6	-1.0	-14	-51	2[16.7 µM]
CCN1CC(=O)N2[C@H](C1)[C@H](c1ccc(Br)cc1)[C@@H]2CO	/	/	10	/	0.3	12	6	/
CC(C)[C@H](C)NC(=O)N(C)C[C@H]1OCc2ccccc2-c2ccccc2C(=O)N([C@H](C)CO)C[C@H]1C	1	8	3	-3	-2.4	3	4	/
C[C@@H]1CN([C@H](C)CO)C(=O)c2ccccc2-c2ccccc2CO[C@H]1CN(C)C(=O)NC1CCCCC1	-1	/	1	49	-1.8	-25	-30	/
CC(=NNC(=O)c1ccncc1)c1ccc2ccccc2c1O	/	/	-15	/	25*	10	-13	1
COc1ccccc1CCNC(=O)C(=O)NCC1OCCN1S(=O)(=O)c1ccc(F)cc1 (stereo unspecified)	-6	34	6	-4	-1.2	-3	/	/
CC(C)(C)[S@@](=O)N1Cc2cc(C(=O)O)nc(-c3cccc(-c4ccc(F)cc4)c3)c2[C@H]1CCO	/	/	2	/	0.7	-2	27	/
COc1ccc(C(=O)N2CCN(c3ccc(C)c(C)c3)CC2)cc1OC	-4	9	3	3	0.3	-20	/	/
COc1ccc2nc(Nc3ccccc3OC)sc2c1	/	/	-11	/	0.5	4	-1	/
C[C@@H]1CN([C@H](C)CO)C(=O)c2cccc(NC(=O)c3nc4ccccc4s3)c2O[C@H]1CN(C)Cc1ccc(Oc2ccccc2)cc1	6	48	-23	2	-5.8	/	-1	5[16.7 µM]
Cc1nc([N+](=O)[O-])cn1CC(O)c1ccc(F)cc1 (stereo unspecified)	-3	/	/	-2	-1.4	-3	3	0
CN(CC(=O)NCc1ccncc1)S(=O)(=O)c1ccc(F)cc1	4	-4	-5	-1	-1.1	/	8	-1
COc1ccc(/C=C2\SC(=S)N(CCC(=O)NC3=NCCS3)C2=O)cc1OC	0	7	9	1	/	-7	-3	-1
